Source: PubChem (several laboratories)
SIAH1 antagonists: Siah-1 peptide-binding antagonists, primary screen, biochemical, fluorescence polarization, rhodamine-plectin, uHTS (AID 1817) | hit rate 0.02% among 290,000 | Siah-1 / rhodamine-plectin peptide fluorescence polarization; higher % means a stronger effect | displacement, % at 20 µM; hits with a dose series show IC50 in µM;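 active = displacement of at least 50% at 20 µM, with a fluorescence ratio check between 0.3 and a set limit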;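 note: plate controls were Siah plus tracer with DMSO for no effect and tracer alone without Siah for full effect; strong numbers were not always called active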
AID2073: inhibitors of Mint1-CaV2.2 protein interaction, biochemical, HTRF (AID 2073); HTRF protein-protein interaction, Mint1-CaV2.2; higher % means a stronger effect; inhibition, % at 20 µM; hits with a dose series show IC50 in µM; hit rate 0.19% among 290,000; in the data active = inhibition mostly above about 51%, no sharp cut-off; inconclusive = no clear call, values can overlap the other calls; inactive = mostly below about 53%; note: some results filed as inactive read as strong as hits
PMI inhibition: human PMI inhibitors, high substrate, primary screen, biochemical, fluorescence intensity, high mannose 6-phosphate (AID 1220); recombinant PMI enzyme, coupled fluorescence intensity; higher % means a stronger effect; inhibition, % at 20 µM; hits with a dose series show IC50 in µM; hit rate 0.66% among 190,000
P. falciparum M17LAP: P. falciparum M17LAP inhibitors, primary screen, biochemical, fluorogenic H-Leu-NHMec substrate, 1536-well (AID 1619); inhibition, % at 30 µM; hits with a dose series show IC50 in µM; recombinant M17LAP, H-Leu-NHMec fluorogenic kinetic assay; higher % means a stronger effect; hit rate 0.38% among 220,000;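 active = compound inhibiting the enzyme by more than half at any dose during confirmatory dose-response retesting; inconclusive = strong single-dose inhibitors picked by rank but not retested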;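 note: plate controls were full reaction with DMSO carrier for no effect and no enzyme background for full effect; strong numbers were not always called active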
P. falciparum M1AAP: malaria alanyl aminopeptidase activity blockers – biochemical, fluorogenic H-Leu-NHMec substrate, 1536-well (AID 1445); inhibition, % at 30 µM, or IC50 in µM where a hit was titrated; recombinant M1AAP, H-Leu-NHMec fluorogenic kinetic assay; higher % means a stronger effect; hit rate 0.42% among 220,000;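 active = primary inhibition above the hit cutoff, then over 50% inhibition at one or more dose response concentrations, cut at about 23% in these data, passing the limit was not always enough; inconclusive = conflicting primary data, or primary hits not chosen for dose response; inactive = low primary inhibition, or under 50% at every dose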;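 note: plate controls were DMSO full reaction for no effect and no enzyme background for full effect; strong numbers were not always called active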
Dynein transport: blocks dynein driven cargo transport along microtubules | hit rate 0.47% among 220,000 | z-score, hits read low | 3617.4 mouse cells, GR-EGFP nuclear translocation imaging; test concentration mostly 20 µM; stimulated with dexamethasone, 1 µM; hits give low values;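 active = plate z-score of nuclear minus cytoplasmic receptor signal below a set negative limit, without overly bright fluorescence or cell loss, cut at about -3.5 in these data, passing the limit was not always enough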;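 note: z-score of nuclear minus cytoplasmic ring GR-EGFP intensity difference per well; some compounds called inactive have numbers as strong as hits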
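Buffer or medium: tet-free medium with charcoal-stripped serum / Also added: dexamethasone agonist, 1.0 µM final, for 30 min / Timing: induction 48 h, compound 1 h, agonist 30 min / Measured by: high-content fluorescence imaging after fixation / Read-out: nuclear-to-cytoplasmic GR-EGFP distribution per well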
XIAP antagonists: XIAP antagonists, biochemical, IAP family, fluorescence polarization (AID 1018); hit rate 0.007% among 200,000; XIAP BIR domain, fluorescence polarization peptide displacement; higher % means a stronger effect; one-dose displacement, % at 20 µM; IC50 in µM for titrated hits; in the data active = displacement above about 50%; note: a part of the inactive calls stands beside numbers as strong as those of hits
human PMI inhibition: inhibitors of human PMI, primary screen, biochemical, fluorescence intensity, coupled assay (AID 1209) | purified PMI enzyme, coupled fluorescence intensity; higher % means a stronger effect | inhibition, % at 20 µM, or IC50 in µM where a hit was titrated | hit rate 0.42% among 190,000;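 note: plate controls were DMSO vehicle for no effect and wells lacking substrate for full effect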
LYP phosphatase: PTPN22 lymphoid phosphatase activity blockers – biochemical, fluorescence intensity, uHTS (AID 1779); recombinant LYP phosphatase, fluorescence intensity; higher % means a stronger effect; hit rate 0.054% among 290,000; inhibition, % at 11.5 µM; hits with a dose series show IC50 in µM;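 note: plate controls were vehicle with enzyme for no effect and no enzyme for full effect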
Dynein transport cytoplasmic EGFP: further read-out of Dynein transport, marked with its call; z-score; measured here: cytoplasmic GR-EGFP intensity; hits give high values
Dynein transport nuclear GR-EGFP: further read-out of Dynein transport, marked with its call; z-score; measured here: nuclear GR-EGFP intensity;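 lower value marks the stronger effect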
Dynein transport cell count: also measured in Dynein transport; calls as there; z-score; measured here: cell count per field
* marks the source's active call; other numbers are inactive results; ? = inconclusive; . = not tested or not shown. Cut-off read from the data, not from the text of the source, unless noted: active = inhibition above about 50%; inactive = the rest.

SIAH1 antagonists | AID2073 | PMI inhibition | P. falciparum M17LAP | P. falciparum M1AAP | Dynein transport | Dynein transport cytoplasmic EGFP | Dynein transport nuclear GR-EGFP | Dynein transport cell count | XIAP antagonists | human PMI inhibition | LYP phosphatase | SMILES
2% | 15% | -2% | -2% | -2% | -0.22 | -0.19 | 0.19 | 0.28 | -3.6% | -2% | -8% | Cc1ccc(Cl)cc1NC(=O)CC1NC2CCCCC2NC1=O (stereo unspecified)
0% | 19% | -6% | 5% | 4% | 0.31 | 0.01 | 0.13 | -0.35 | -3.3% | 2% | -6% | CCOC(=O)C1(Cc2cccc(OC)c2)CCN(Cc2cccn2-c2ccccn2)CC1
1% | 2% | -2% | 2% | 3% | -0.32 | -0.25 | 0.23 | 1 | -7.9% | 7% | -1% | Cc1nnc(SCC(=O)NC2CCCCC2)n(N)c1=O
-1% | -6% | 11% | 4% | 6% | -0.37 | -0.29 | -0.073 | 0.54 | -6.1% | 2% | -3% | CN1CCN(c2ccc(NS(=O)(=O)c3ccc(Cl)cc3)cn2)CC1
2% | -14% | -2% | -19% | 0% | -0.18 | -0.24 | -0.14 | -0.027 | -8.2% | -5% | -8% | Cc1ccc(S(=O)(=O)Nc2ccc(-c3nnc(SCC#N)n3C)cc2)cc1
-3% | 1% | -1% | 6% | 4% | -0.13 | -0.18 | 0.26 | -0.2 | -2.1% | -1% | -2% | COc1ccc2cc(C(=O)Nc3c(C)n(C)n(-c4ccccc4)c3=O)sc(=O)c2c1OC
16% | 6% | 1% | -8% | 9% | -0.24 | -0.17 | -0.24 | 0.13 | -4.8% | 6% | -5% | COc1cc(NC(=O)CSc2ncccc2C(=O)OC(C)C)cc(OC)c1
1% | -1% | . | 18% | ? | -1.1 | -0.21 | -0.53 | 0.36 | . | . | -2% | O=C(Nc1ccc(C(F)(F)F)cn1)Nc1cccs1

Later entries
SIAH1 antagonists | AID2073 | PMI inhibition | P. falciparum M17LAP | P. falciparum M1AAP | Dynein transport | Dynein transport cytoplasmic EGFP | Dynein transport nuclear GR-EGFP | Dynein transport cell count | XIAP antagonists | human PMI inhibition | LYP phosphatase | SMILES
2% | 22% | 4% | 0% | -1% | 0.34 | -0.37 | 0.17 | 0.44 | -2.3% | 6% | -6% | CCN(CC)C(=O)CSc1nc(-c2ccc(C)cc2)nc2c1COC(C)(C)C2
0% | 1% | 0% | -12% | 1% | -3.8* | 0.75* | -1.4* | 0.33* | -11% | -21% | -6% | Cc1ccc(S(=O)(=O)/N=C(\CCl)N2CCOCC2)cc1
0% | 1% | 9% | 1% | 8% | 0.62 | -0.22 | 0.58 | -0.36 | -5.0% | 16% | -4% | CSc1nnc(CSCc2ccc(Cl)cc2Cl)n1-c1ccccc1
-1% | 2% | 13% | 4% | 2% | -1.5 | -0.23 | -0.25 | 1.1 | -2.3% | 22% | 1% | CC(=O)c1cccc(NS(=O)(=O)c2ccc3c(c2)oc(=O)n3C)c1
0% | 12% | 21% | 0% | -1% | 0.83 | -0.057 | 1.4 | -1.3 | -2.5% | 1% | -2% | CS(=O)(=O)c1ccc(C(=O)NCc2ccc(F)cc2)cc1
1% | -5% | 18% | 0% | 5% | 2.6 | 0.47 | 2.1 | -2.4 | -3.8% | 15% | 0% | O=C(c1ccccc1C(=O)N1CCN(c2ccccc2)CC1)N1CCN(c2ccccc2)CC1
3% | -5% | 0% | 0% | 7% | 1.3 | 0.18 | 0.41 | -1.2 | -1.4% | -5% | -4% | COc1ccc(-c2nnc(SCC(=O)NC(C)c3ccccc3)o2)cc1OC (stereo unspecified)
5% | -1% | -8% | 2% | -2% | -0.67 | -0.21 | -0.23 | 0.92 | -3.1% | -5% | -9% | Cn1c(SCC2CCCO2)nnc1-c1ccncc1 (stereo unspecified)

Continued.
SIAH1 antagonists | AID2073 | PMI inhibition | P. falciparum M17LAP | P. falciparum M1AAP | Dynein transport | Dynein transport cytoplasmic EGFP | Dynein transport nuclear GR-EGFP | Dynein transport cell count | XIAP antagonists | human PMI inhibition | LYP phosphatase | SMILES
3% | 10% | -9% | -7% | 0% | 1.6 | 0.042 | 0.8 | -3.5 | -2.5% | 3% | -6% | CCc1cc2cccc(C)c2nc1SCC(=O)c1ccc(NC(C)=O)cc1
-4% | 5% | -14% | 0% | 5% | -0.27 | -0.31 | 0.057 | 0.58 | -21% | -20% | -14% | Cc1cc(C)n(-c2ncc(C#N)cn2)n1
13% | 4% | . | -2% | 9% | -0.19 | -0.26 | -0.33 | 0.18 | . | . | -5% | Cc1ccc(S(=O)(=O)N(C)C)cc1NC(=O)c1c(-c2c(F)cccc2Cl)noc1C
-1% | -4% | -5% | 6% | 5% | -0.89 | -0.24 | -0.44 | 1.1 | -6.5% | -2% | -5% | O=[N+]([O-])c1cc(Cl)ccc1Oc1ccc(-c2nnco2)cc1
4% | 6% | . | . | . | -0.48 | -0.76 | -0.47 | -0.099 | . | . | 4% | O=C(Nc1ccc(Cl)c(Cl)c1)Nc1nccs1
7% | -7% | 10% | 5% | 5% | -1.2 | 0.61 | -0.29 | 0.11 | -9.7% | 11% | -5% | CCOC(=O)N1CCC(N2CCCC(C(=O)c3cc(C)c(OC)c(C)c3)C2)CC1 (stereo unspecified)
1% | 10% | 2% | 5% | 2% | -0.14 | -0.36 | -0.43 | -0.53 | -5.4% | 2% | -4% | CCCNC(=O)NC(=O)CSc1nc(C)cs1
-4% | -3% | -3% | -1% | 4% | -0.48 | -0.18 | -0.15 | -0.25 | -4.1% | 3% | -1% | Cc1onc(-c2ccccc2Cl)c1C(=O)Nc1ccc(S(=O)(=O)N2CCCC2)cc1

Continued:
SIAH1 antagonists | AID2073 | PMI inhibition | P. falciparum M17LAP | P. falciparum M1AAP | Dynein transport | Dynein transport cytoplasmic EGFP | Dynein transport nuclear GR-EGFP | Dynein transport cell count | XIAP antagonists | human PMI inhibition | LYP phosphatase | SMILES
-2% | 5% | 9% | -4% | -2% | -0.8 | -0.16 | -0.081 | -0.013 | -6.6% | -5% | -5% | COc1ccc2[nH]c(C)c(CN3CCC(C)CC3)c(=O)c2c1
-5% | 48% | 3% | -4% | 0% | -0.27 | -0.29 | -0.095 | 0.44 | -6.2% | -14% | -1% | O=C(NCc1ccccn1)C1CCN(C(=O)c2cc3sccc3n2Cc2ccc(F)cc2)CC1
-1% | -3% | -3% | 6% | 4% | -0.59 | -0.2 | -0.31 | -0.15 | -4.7% | 0% | -5% | CCOC(=O)CCCn1nc(C)n2c(cc3sccc32)c1=O
3% | -1% | 1% | 1% | 1% | -0.74 | -0.35 | -0.1 | 1.2 | -7.6% | -6% | -2% | Cc1ccc(S(=O)(=O)NC(Cc2ccccc2)C(=O)O)cc1 (stereo unspecified)
-4% | 27% | -3% | 2% | 5% | 0.74 | -0.31 | 1.2 | -1.1 | -3.7% | -2% | 3% | COc1ccccc1-n1c(Cc2cccs2)n[nH]c1=S
4% | -1% | 13% | -2% | 5% | -0.64 | -0.32 | -0.36 | 0.73 | -1.9% | 28% | 2% | Cc1ccc(C2(CC(=O)Nc3nccs3)CCOC(C(C)C)C2)cc1 (stereo unspecified)
14% | 34% | -16% | 6% | 7% | 1.1 | -0.16 | 0.69 | -0.57 | -4.4% | -3% | -3% | Nc1nc(SCc2ccc([N+](=O)[O-])cc2)nc2nc3c(cc12)CCCC3
-3% | -6% | -42% | 21% | 13% | 0.049 | -0.16 | 0.65 | -0.17 | -7.3% | -30% | -2% | CCN(CC)C(=O)CSC1=C(C#N)C(c2ccco2)C(C(=O)OCCOC)=C(C)N1 (stereo unspecified)

Next section:
SIAH1 antagonists | AID2073 | PMI inhibition | P. falciparum M17LAP | P. falciparum M1AAP | Dynein transport | Dynein transport cytoplasmic EGFP | Dynein transport nuclear GR-EGFP | Dynein transport cell count | XIAP antagonists | human PMI inhibition | LYP phosphatase | SMILES
0% | -4% | 4% | 2% | -4% | 0.59 | -0.21 | 0.81 | -0.69 | -8.7% | 7% | -6% | COc1ccccc1CNCc1cccc(Oc2ccccc2)c1
14% | 50% | 24% | 9% | 0% | 0.0034 | -0.52 | -0.16 | 0.24 | -7.1% | 18% | 7% | COc1cc2c(cc1NC(=O)c1cc(-c3ccncc3)nc3ccc(C)cc13)oc1ccccc12
-6% | ? | 4% | -10% | 2% | -0.24 | -0.37 | -0.18 | 0.83 | -11% | 6% | -5% | COc1ccc(F)cc1C(=O)C1CCCN(C(=O)c2ocnc2C)C1 (stereo unspecified)
1% | -3% | -1% | 5% | 3% | -0.75 | -0.14 | -0.42 | 0.62 | -1.8% | 7% | -6% | COC(=O)c1[nH]c2c(c1C)C(=O)CC(c1ccc(C)cc1)C2 (stereo unspecified)
5% | 2% | 11% | 2% | 3% | . | . | . | . | -8.2% | 5% | -12% | O=C(O)COc1c(F)c(F)c(C(F)(F)F)c(F)c1F
-3% | -7% | -2% | -1% | -3% | -0.034 | -0.32 | 0.07 | 0.92 | -3.2% | 0% | -5% | Cc1ccc(C)c(-n2cc(CN3CCNC(=O)CC3)c(-c3ccccc3)n2)c1
-2% | 50% | 13% | 10% | -2% | -0.15 | 0.82 | 0.3 | -0.31 | 0.1% | 58%* | -13% | O=C(O)CCCC(=O)Nc1ccc(OCc2nc3ccccc3s2)cc1
-4% | 8% | 18% | -15% | 0% | -0.05 | -0.25 | -0.49 | 0.1 | -1.7% | 17% | 6% | COc1ccc(C)cc1NC(=O)C(OC(=O)CNC(=O)c1ccc(Br)cc1)c1ccccc1 (stereo unspecified)

Continuation:
SIAH1 antagonists | AID2073 | PMI inhibition | P. falciparum M17LAP | P. falciparum M1AAP | Dynein transport | Dynein transport cytoplasmic EGFP | Dynein transport nuclear GR-EGFP | Dynein transport cell count | XIAP antagonists | human PMI inhibition | LYP phosphatase | SMILES
1% | 19% | . | 24% | 8% | -3.6* | 0.33* | -1.4* | -0.92* | . | . | -1% | O=[N+]([O-])c1ccc2c(c1)N([O-])C1(CCCCC1)[N+]2=O
12% | 22% | 0% | 11% | 10% | -1 | -0.19 | -0.0074 | 0.61 | -1.7% | -5% | -1% | O=C1Oc2ccccc2C(=O)/C1=C\N1CCN(c2ccccc2)CC1
-32% | ? | 1% | -3% | 9% | 1.1 | -0.34 | 0.76 | -0.25 | -60% | 3% | 21% | O=C(CSc1nc(-c2ccc(F)cc2)nc2c1Cc1ccccc1O2)Nc1cccc(C(=O)O)c1
-2% | 2% | 16% | 1% | 0% | 2.4 | 0.13 | 1.7 | -1.1 | -1.8% | 22% | 5% | Cn1nc(-c2ccc(Cl)cc2)c2cc(C(=O)N3CCN(c4ccccn4)CC3)sc21
